XIAP displacement = XIAP antagonists, biochemical, IAP family, fluorescence polarization (AID 1018) | XIAP BIR domain, fluorescence polarization peptide displacement; higher % means a stronger effect | one-dose displacement, % at 20 µM; IC50 in µM for titrated hits | hit rate 0.007% among 200,000; in the data active = displacement above about 50%; also: a part of the inactive calls stands beside numbers as strong as those of hits
Dynein cargo inh = inhibitors of GR-EGFP nuclear translocation, primary screen, dynein cargo transport inhibitor project, imaging, high-content, 3617.4 mouse cells; test concentration mostly 20 µM; stimulated with dexamethasone, 1 µM; stronger effect = lower value; z-score, hits read low; hit rate 0.47% among 220,000;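 active = plate z-score of nuclear minus cytoplasmic receptor signal below a set negative limit, without overly bright fluorescence or cell loss, cut at about -3.5 in these data, passing the limit was not always enough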;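 also: z-score of nuclear minus cytoplasmic ring GR-EGFP intensity difference per well; some compounds called inactive have numbers as strong as hits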
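Buffer or medium: tetracycline-free induction medium containing charcoal-stripped FBS / Reagent: dexamethasone agonist, 1.0 µM final, for 30 min / Technique: automated 10x imaging of fixed Hoechst-stained cells / Times: induction 48 h, compound 1 h, agonist 30 min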
Lipid droplet = inhibitors of hepatocyte lipid droplet formation, primary screen, imaging, high-throughput imaging, BODIPY stain | AML12 mouse hepatocytes, oleate lipid droplets | AID 1656, 2009 | inhibition, % at 6.5 µM | hit rate 0.4% among 240,000;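 active = lipid droplet intensity inhibited by at least 50%, with more than 500 cells counted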
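Material – mouse AML12 hepatocyte cell line, fixed after treatment · Compound dosing – one dose, 6.5 µM compound · Times – compound with oleate, overnight · Measured by – Image-based BODIPY and DAPI two-channel analysis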
Insulin prom up = insulin promoter activators in MIN6 cells, imaging, high-content screening, mouse beta cells; MIN6 insulin promoter-GFP reporter; stronger effect = higher value; hit rate 0.3% among 190,000; z-score at 5 µM; AID 1625, 2009;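 active = z-score above 3 at 5 µM with at least 500 cells counted in the well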
MT stabilizer = microtubule stabilizers in HeLa cells, primary screen, imaging, high-content imaging; % tubulin-high responders, % at 10 µM; HeLa tubulin immunostaining HCS, 24 h; share of cells brighter than vehicle mean+2SD; AID 2205, 2009; hit rate 0.83% among 200,000;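 active = plate Z-score above 3 for both tubulin-high and condensed-nucleus cell shares, with cell loss under 80%, at 10 µM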;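 also: anti alpha tubulin signal scored within the nucleus-defined area of each cell; some results filed as inactive read as strong as hits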
ER stress rescue = rescue of cells from ER stress-induced death, primary screen, 384-well, CSM14.1, thapsigargin, ATP luminescence (AID 1222) | one-dose cellular ATP content (survival), % at 20 µM; EC50 in µM for titrated hits | CSM14.1 thapsigargin-induced death rescue, ATP luminescence; higher % means a stronger effect | 190,000 tested, under 10 active;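 active = EC50 below 50 µM in the dose-response confirmation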;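 also: death triggered by thapsigargin at about 15 µM added after 2 h compound pretreatment; cell ATP read after overnight thapsigargin exposure of roughly 18 to 22 hours; normalized against plate controls of thapsigargin alone and 5% DMSO vehicle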
b-catenin transl = modulators of beta-catenin nuclear translocation, primary screen, imaging, HeLa cells, immunofluorescence, high-content; nuclear translocation activity, % at 5 µM; hit rate 0.3% among 190,000;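 active = nuclear translocation activity above 50% at 5 µM, with a well cell count of 50 or more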;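 also: per-cell ratio of nuclear to cytoplasmic median beta-catenin stain intensity; plate controls were DMSO negative control for no effect and GSK-3 inhibitor IX positive control for full effect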
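assay system = human HeLa cells, endogenous beta-catenin | times = compound treatment 24 h, 37°C, 5% CO2 | detection = Anti-beta-catenin immunofluorescence on PFA-fixed, Triton-permeabilized cells, DAPI nuclei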
Autophagy HCS = autophagy modulators in MEF cells, primary screen, imaging, high-content, MEF GFP-LC3; MEF GFP-LC3 puncta imaging; test concentration mostly 10 µM; calls only at 10 µM (by protocol); hit rate 0.98% among 190,000;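 active = percentage of spot-positive cells more than 3 SD above its plate mean, without a fluorescence outlier flag or 80% toxicity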;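 also: spot-positive cell cutoff set from DMSO-treated cells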
WT yeast gro inh = growth inhibition of WT strain, primary screen, mitochondrial fusion inhibitor project, WT and mutant strains, chemical genetic | mitochondrial fusion phenotypic screen | inhibition, % at 10 µM | hit rate 2.1% among 190,000 | AID 1362, 2008; in the data active = inhibition above about 58%; tested in S. cerevisiae
WT yeast gro inh mutant strain = further read-out of WT yeast gro inh, marked with its call; inhibition, %; mitochondrial fusion phenotypic screen, mutant strain inhibition
Dynein cargo inh cytoplasmic EGFP = second read-out of Dynein cargo inh, no call of its own (marks repeat the call); z-score; measured here: cytoplasmic GR-EGFP intensity; stronger effect = higher value
Dynein cargo inh nuclear GR-EGFP = recorded beside Dynein cargo inh, whose call it bears; z-score; measured here: nuclear GR-EGFP intensity;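 lower value marks the stronger effect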
Dynein cargo inh cell count = recorded beside Dynein cargo inh, whose call it bears; z-score; measured here: cell count per field
Insulin prom up cell count = also measured in Insulin prom up; calls as there; cell count; measured here: cytotoxicity, nuclei count;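 total cells summed across four imaged fields per well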
Lipid droplet cells 6.5 µM = also measured in Lipid droplet; calls as there; cell count; measured here: cell count, cytotoxicity flag;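 cells counted across two imaged fields per well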
b-catenin transl cell count 5 µM = second read-out of b-catenin transl, no call of its own (marks repeat the call); cell count; measured here: cell count, cytotoxicity flag
MT stabilizer Hoechst-high % = second read-out of MT stabilizer, no call of its own (marks repeat the call); % Hoechst-high responders; measured here: nuclear condensation Hoechst responders;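 share of cells brighter than vehicle mean plus two SD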
MT stabilizer cytotoxicity % = recorded beside MT stabilizer, whose call it bears; toxicity, %; measured here: cytotoxicity by cell density;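 0% = mean cell density of plate MIN control wells and 100% = no cells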
Autophagy HCS cell loss 18 h = also measured in Autophagy HCS; calls as there; toxicity, %; measured here: cell loss, nuclei count;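 cell loss after 18 h compound exposure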
* hit, by the source's call; i = inactive; · = not tested or not shown. This is a random part of the collection. Share with any hit: about 4%.

1) Cc1cc(NC(=O)CSc2ccc(F)cc2)no1
2) COc1ccc(NC(=O)C(c2ccccc2)N(C)C(=O)c2ccc(=O)[nH]c2)cc1 (stereo not drawn)
3) Cc1nc2ccccn2c1C(=O)NC1CCCC1
4) Cc1ccc(S(=O)(=O)Oc2ccc(/C=C(/NC(=O)c3ccccc3)C(=O)O)cc2)cc1
5) NNC(=O)c1csc(-c2ccccc2)n1
6) CCCS(=O)(=O)NCc1ccc2c(c1)cc(C)n2C
7) CCCSc1nc2c(c(=O)[nH]c(=O)n2C)n1Cc1ccc(C)cc1
8) Cc1ccc(C23CC4CC(CC(C(=O)N5CCN(C)CC5)(C4)C2)C3)cc1
9) Cc1ccc(-c2nnn(CC(=O)N(c3cccc(F)c3)C(C(=O)NC(C)(C)C)c3ccco3)n2)o1 (stereo not drawn)
10) Cc1c(C(=O)OCCOc2ccccc2)[nH]c2c1C(=O)CCC2

Compound | 1 | 2 | 3 | 4 | 5 | 6 | 7 | 8 | 9 | 10
Lipid droplet | -2 | 1 | -6 | 4 | -12 | -3 | · | -1 | 2 | -1
Dynein cargo inh cell count | 0.96 | -0.68 | 1.5 | -0.001 | 0.42 | 0.27 | -0.53 | -0.095 | 0.33 | 0.15
XIAP displacement | 0.3% | -8.4% | -4.6% | -7.2% | · | -0.9% | 2.6% | · | -2.0% | -4.8%
MT stabilizer cytotoxicity % | 4.6 | 6.2 | 3.7 | 3.6 | · | 2.5 | 10 | · | 4.6 | 2.2
b-catenin transl | 5.7 | -1.7 | -0.5 | 0.5 | 1.2 | -1.6 | 1.6 | 0.5 | -0.4 | ·
MT stabilizer | 2.3 | 2.1 | 2.9 | 4.3 | · | 5.5 | 5.8 | · | 3.4 | 3.3
Dynein cargo inh nuclear GR-EGFP | -0.23 | 0.11 | 0.025 | -0.25 | 0.27 | -0.32 | 0.52 | 0.61 | 0.31 | -0.084
Insulin prom up cell count | · | 1235 | 1432 | · | 1387 | 1044 | 1197 | 1051 | 1587 | 724
Autophagy HCS | i | i | i | i | · | i | i | · | i | i
Dynein cargo inh cytoplasmic EGFP | -0.31 | -0.24 | -0.35 | -0.16 | -0.28 | -0.16 | -0.19 | 0.39 | -0.34 | -0.26
WT yeast gro inh | 6 | -17 | -9 | -23 | · | 7 | -12 | · | -2 | 20
b-catenin transl cell count 5 µM | 555 | 589 | 985 | 1571 | 1155 | 1160 | 1117 | 1283 | 1629 | ·
WT yeast gro inh mutant strain | 2 | -13 | 0 | -13 | · | 12 | -12 | · | 9 | 28
ER stress rescue | -0.8% | -2.5% | -0.3% | -0.6% | · | -1.1% | -0.6% | · | 2.1% | -0.5%
Autophagy HCS cell loss 18 h | 2 | -7 | -9 | -4 | · | 4 | -9 | · | 30 | 19
Lipid droplet cells 6.5 µM | 762 | 642 | 732 | 673 | 724 | 652 | · | 646 | 725 | 826
MT stabilizer Hoechst-high % | 2.1 | 3.2 | 0.7 | 2.8 | · | 1.3 | 2.1 | · | 2.7 | 3.7
Dynein cargo inh | -0.28 | 0.41 | -0.62 | -0.047 | 0.58 | -1.7 | 0.058 | -0.48 | 0.33 | -0.091
Insulin prom up | · | -0.13 | -0.14 | · | 0.24 | -0.01 | -2.1 | 0.98 | 0.25 | -1.5

11) COc1ccccc1NC(=O)C(C)NS(=O)(=O)c1ccccc1 (stereo not drawn)
12) COc1ccc(C2CC(=O)C3=C(C2)Nc2ccccc2N(C(=O)C2CC2)C3c2cccnc2)cc1OC (stereo not drawn)
13) CCN(c1cccc(C(F)(F)F)c1)S(=O)(=O)c1ccc2c(c1)CCN2C(C)=O
14) c1cc2c(c(NCc3ccncc3)c1)CCCC2
15) Cc1nn2c(-c3ccccc3)nnc2c2ccccc12
16) CCOc1ccc(CC(=O)Nc2ccc(NC(=O)c3ccco3)cc2)cc1OCC
17) COc1ccc(NC(=O)CSc2nc(N)c(C(=O)Nc3ccc(N(C)C)cc3)s2)cc1
18) Cc1nc2c3ccccc3nc(SCC(=O)N3CC(C)CC(C)C3)n2n1 (stereo not drawn)
19) COC(=O)c1ccc2nc(Nc3nc4c(F)cc(F)cc4s3)sc2c1
20) COc1ccc(C(=O)NCC(=O)Nc2cccc(S(=O)(=O)NCc3ccco3)c2)cc1OC

Compound | 11 | 12 | 13 | 14 | 15 | 16 | 17 | 18 | 19 | 20
Lipid droplet | -5 | 13 | -34 | -4 | -1 | 57* | 0 | · | -2 | 14
Dynein cargo inh cell count | 0.39 | 0.95 | -0.074 | 0.76 | 0.44 | 0.2 | -0.34 | 0.051 | -0.19 | -2.7
XIAP displacement | -3.9% | -7.6% | -7.4% | -4.3% | 1.0% | -4.5% | -2.5% | -2.5% | -6.4% | 4.0%
MT stabilizer cytotoxicity % | 5.8 | 4.1 | 5.1 | 6.7 | 8.8 | 7.0 | 9.0 | 7.0 | 3.2 | 5.6
b-catenin transl | · | -5.3 | -2.6 | -2.9 | · | -0.4 | 1.0 | · | -5.7 | 4.0
MT stabilizer | 2.1 | 1.1 | 7.4 | 5.0 | 2.1 | 2.1 | 2.1 | 2.0 | 2.9 | 2.2
Dynein cargo inh nuclear GR-EGFP | -0.53 | 0.03 | 0.35 | 0.16 | 0.044 | -0.53 | 0.18 | 0.55 | -0.3 | 1.4
Insulin prom up cell count | · | 1231 | 929 | 956 | 1285 | 1206 | 737 | 992 | 1246 | 1271
Autophagy HCS | i | i | i | i | i | i | i | i | i | i
Dynein cargo inh cytoplasmic EGFP | -0.22 | -0.13 | -0.17 | -0.29 | -0.017 | 0.025 | -0.36 | 0.18 | -0.24 | 0.054
WT yeast gro inh | -6 | 18 | -13 | 7 | 26 | -6 | 17 | 13 | 21 | 11
b-catenin transl cell count 5 µM | · | 1248 | 1122 | 1135 | · | 1165 | 1134 | · | 489 | 1006
WT yeast gro inh mutant strain | 4 | 31 | -20 | 17 | -3 | 6 | 22 | 19 | 9 | 1
ER stress rescue | · | 5.2% | -1.3% | -2.7% | -2.8% | -0.9% | 2.7% | -0.6% | 11% | 0.4%
Autophagy HCS cell loss 18 h | -5 | 0 | 7 | 10 | 5 | -1 | -7 | -12 | 0 | 4
Lipid droplet cells 6.5 µM | 676 | 727 | 756 | 681 | 725 | 724* | 783 | · | 663 | 674
MT stabilizer Hoechst-high % | 1.8 | 0.9 | 2.6 | 2.0 | 1.4 | 2.5 | 1.7 | 0.8 | 2.2 | 1.9
Dynein cargo inh | 0.18 | -0.52 | 0.058 | -0.87 | -0.55 | -1.2 | 0.11 | 0.72 | 0.24 | 1.5
Insulin prom up | · | -0.27 | -0.26 | -0.84 | 0.05 | -0.22 | 0.98 | -0.54 | -0.18 | 0.21

21) Cc1ccccc1N1C(=O)CC(c2c[nH]c3ccccc23)C1=O (stereo not drawn)
22) C=CCOc1ccc(C2CC(C)=NN2c2ccccc2)cc1 (stereo not drawn)
23) Cc1nnc(N2C(=O)C(O)=C(C(=O)c3ccco3)C2c2ccc(F)cc2)s1 (stereo not drawn)
24) CN(C)c1ccc(CNC2CC(C)(C)NC(C)(C)C2)cc1
25) C#CC[N+](CC)(CC)CC#Cc1ccccc1
26) O=C(Nc1ccccc1)OC1CCC2CC1CCC2OC(=O)Nc1ccccc1 (stereo not drawn)
27) COc1cccc(-c2nc3ccc(O)cc3c(=O)o2)c1
28) CCN(CC)S(=O)(=O)c1ccc(N=NC2=C(O)CC(C)(C)CC2=O)cc1

Compound | 21 | 22 | 23 | 24 | 25 | 26 | 27 | 28
Lipid droplet | 5 | 9 | 13 | -18 | 6 | 1 | · | -1
Dynein cargo inh cell count | -1.3 | 0.46 | -1 | 0.95 | -1.7 | 0.38 | 0.057 | -0.41
XIAP displacement | -1.9% | -1.1% | -2.5% | -3.7% | · | 1.6% | -4.3% | 0.6%
MT stabilizer cytotoxicity % | 2.3 | 4.1 | 5.2 | 34 | · | 13 | 9.3 | 7.5
b-catenin transl | -0.5 | 6.0 | -3.6 | · | 0.7 | 11 | -3.1 | ·
MT stabilizer | 1.8 | 3.4 | 8.1 | 2.9 | · | 1.3 | 4.9 | 3.7
Dynein cargo inh nuclear GR-EGFP | 0.87 | -0.52 | 0.89 | -0.18 | 1.4 | 0.0092 | 0.23 | -0.065
Insulin prom up cell count | · | 1377 | 2041 | 1220 | 1078 | 649 | 1225 | 1294
Autophagy HCS | i | i | · | i | · | i | i | i
Dynein cargo inh cytoplasmic EGFP | -0.28 | -0.12 | -0.068 | -0.27 | -0.18 | 0.28 | -0.13 | -0.23
WT yeast gro inh | 4 | 27 | 17 | -8 | · | 67* | 1 | 16
b-catenin transl cell count 5 µM | 1040 | 547 | 1186 | · | 1259 | 368 | 1013 | ·
WT yeast gro inh mutant strain | -3 | 2 | 11 | 1 | · | 35* | -4 | 2
ER stress rescue | -0.4% | 6.2% | -0.6% | · | · | -1.0% | 3.3% | 11%
Autophagy HCS cell loss 18 h | 8 | -13 | · | -5 | · | -1 | 4 | -8
Lipid droplet cells 6.5 µM | 751 | 492 | 689 | 515 | 716 | 556 | · | 595
MT stabilizer Hoechst-high % | 2.0 | 2.4 | 1.7 | 1.0 | · | 3.8 | 1.8 | 3.5
Dynein cargo inh | 0.14 | -0.56 | 1.1 | -0.49 | 1.4 | 0.25 | -0.43 | 0.66
Insulin prom up | · | -0.44 | -0.79 | 1.3 | 0.41 | -0.6 | -0.23 | 0.53
